Compound activity as filed in PubChem.
HepG2 viability = kills HepG2 cells in TGF-b inhibitor counter-screen; 410,000 compounds, 0.76% hits; HepG2 CAGA-GFP viability, ATP luminescence, 18 h; Potency, µM (doses to about 46.1 µM), inactives show top-dose activity change, negative = cytotoxicity, usual class: cytotoxic; also: some results filed as inactive show a strong effect at the top dose
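CellTiter-Glo luminescence gave cytotoxicity after 18 hours at 37 degrees C. The cells were HepG2 CAGA-GFP in 1% FBS DMEM, stimulated with 500 pg/mL TGF-beta after compound addition. %Activity was normalised to no-cell wells (complete cell-killing) and DMSO (no toxicity), and curves were fitted and classified.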
A549 viability = kills or reduces viability of A549 cells in Nrf2 counter-screen | A549 ARE-Fluc cells, CellTiter-Fluor viability, 18-24 h | Potency, µM (doses to about 46 µM), without a hit: at the highest dose activity change, negative = cytotoxicity, hits mostly inhibitors | 390,000 compounds, 0.16% hits; also: % is scaled to controls: 0 for no effect and ±100 for the full control effect
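Cytotoxicity counterscreen: CellTiter-Fluor fluorescence was measured in A549 ARE_Fluc cells after 18-24 h of compound exposure in a concentration series. The subsequent BugLite luminescent read reports ARE-luciferase activity.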
ATXN2 expr inh = reduces ATXN2 reporter expression in HEK-293 cells | AID 1745845 | 360,000 compounds, 0.72% hits | Potency, µM (doses to about 57 µM), inactives show at the top dose activity change, negative = inhibition, usual class: inhibitors | HEK-293 ATXN2-luciferase reporter, luminescence, 24 h; also: % is scaled to controls: 0 for no effect and ±100 for the full control effect; nearly all actives have a fitted effect of over 55% in size
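qHTS (up to 57 uM final) was run with 24 h compound exposure of reporter cells at 37 °C. Each well was multiplexed: SteadyGlo luminescence measured ATXN2-luciferase expression after a fluorogenic Gly-Phe-AFC viability readout (25 uM final).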
MCF10A rerep = induces DNA re-replication in MCF 10a normal breast cells; AID 624296; MCF 10A DNA re-replication, Hoechst nuclear intensity, 48 h; Potency, µM (titrated, usually from 46.1 µM), for inactives: at the top dose activity, positive = re-replication, hits mostly activators; 350,000 compounds, 2.9% hits; also: % of control where 0% means no effect; nearly all actives have a fitted effect of over 50% in size
Nrf2 ARE act = activators of Nrf2 (ARE) signaling; AREc32 ARE-luciferase reporter (MCF7-derived line), luminescence, 24 h; Potency, µM (top dose mostly 46.1 µM), without a hit: at the highest dose activation, hits mostly activators; 410,000 compounds, 0.31% hits; AID 624171; also: % of control where 0% means no effect; nearly all actives have a fitted effect of over 65% in size
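Each well held 1000 AREc32 cells, which were incubated with compound for 24 hr at 37 deg C after overnight attachment, and ARE reporter activity was quantified by firefly luciferase luminescence.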
EPAC2 antagonist = blocks human EPAC2 exchange factor | Potency, µM (titrated, usually from 114 µM), without a hit: at the top dose activity, negative = inhibition, actives largely listed as inhibitors | 360,000 compounds, 0.18% hits | EPAC2 GEF exchange of Rap1B-BODIPY-GDP, fluorescence | Q8WZA2; also: % is scaled to controls: 0 for no effect and ±100 for the full control effect; nearly all actives have a fitted effect of over 45% in size; many of its hits are not listed in these tables
Target sequence (Q8WZA2 whole entry, looked up): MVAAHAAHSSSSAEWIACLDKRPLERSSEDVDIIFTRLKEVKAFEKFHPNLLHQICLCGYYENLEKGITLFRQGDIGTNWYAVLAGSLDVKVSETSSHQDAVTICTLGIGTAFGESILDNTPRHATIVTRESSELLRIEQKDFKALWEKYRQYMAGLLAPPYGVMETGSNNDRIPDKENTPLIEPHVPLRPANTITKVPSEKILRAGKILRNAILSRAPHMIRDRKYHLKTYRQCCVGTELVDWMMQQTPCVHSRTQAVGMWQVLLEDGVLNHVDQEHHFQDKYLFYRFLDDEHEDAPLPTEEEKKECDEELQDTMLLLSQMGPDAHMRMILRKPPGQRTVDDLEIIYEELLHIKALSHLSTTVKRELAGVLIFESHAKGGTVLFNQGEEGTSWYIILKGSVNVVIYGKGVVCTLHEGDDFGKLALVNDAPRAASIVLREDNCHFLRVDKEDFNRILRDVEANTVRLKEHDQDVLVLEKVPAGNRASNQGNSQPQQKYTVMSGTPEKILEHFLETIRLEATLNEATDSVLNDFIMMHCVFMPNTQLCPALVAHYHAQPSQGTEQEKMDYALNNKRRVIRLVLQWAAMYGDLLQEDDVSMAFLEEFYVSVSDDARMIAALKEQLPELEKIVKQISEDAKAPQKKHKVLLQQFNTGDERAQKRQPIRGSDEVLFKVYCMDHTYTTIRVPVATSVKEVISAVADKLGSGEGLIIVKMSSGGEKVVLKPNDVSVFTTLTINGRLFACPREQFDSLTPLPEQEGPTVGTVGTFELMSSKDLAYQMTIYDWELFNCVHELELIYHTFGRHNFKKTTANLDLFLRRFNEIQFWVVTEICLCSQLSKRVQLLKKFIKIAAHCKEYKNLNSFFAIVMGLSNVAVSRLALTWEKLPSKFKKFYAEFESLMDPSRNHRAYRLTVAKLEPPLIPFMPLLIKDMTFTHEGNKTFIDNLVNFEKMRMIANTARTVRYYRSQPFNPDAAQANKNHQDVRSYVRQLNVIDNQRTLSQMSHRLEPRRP
ATXN viability = cell viability loss in ATXN counter-screen; Potency, µM (highest dose often 56.7 µM), usual class: cytotoxic; 400,000 compounds, 0.49% hits; S2 cells (HEK-293 line with an ATXN2-luciferase reporter) viability, CellTiter-Fluor protease fluorescence, 24 h; also: nearly all actives have a fitted effect of over 40% in size
Nrf2 block = inhibitors of Nrf2 signaling. 360,000 compounds, 2.1% hits. Potency, µM (doses to about 46 µM), for the others: at the top dose activity change, negative = inhibition, actives largely listed as inhibitors. A549 ARE-Fluc reporter, luciferase luminescence, 18-24 h. AID 504444; also: % is scaled to controls: 0 for no effect and ±100 for the full control effect; nearly all actives have a fitted effect of over 60% in size
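Quantitative HTS in A549 cells stably bearing an antioxidant response element-firefly luciferase construct. Inhibition of Nrf2-driven transcription was scored by luminescence after 18-24 h of compound exposure at 37 °C.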
TGFb inhibitor = TGF-b pathway inhibition. HepG2 CAGA-GFP TGF-b/SMAD3 reporter, GFP fluorescence, 18 h; TGF-beta stimulated, 500 pg/mL final. Potency, µM (series often up to 46.1 µM), for inactives: at the top dose activity, negative = inhibition, most hits filed as inhibitors. 410,000 compounds, 1.2% hits. AID 588855; also: % is scaled to controls: 0 for no effect and ±100 for the full control effect; nearly all actives have a fitted effect of over 65% in size
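Read-out: total well GFP (ex488/em500-530) summed from mean per-cell fluorescence. Cells: HEPG2 CAGA-GFP, 1% FBS DMEM, 18 h at 37 degrees C with 500 pg/mL final TGF-beta. Unstimulated wells served as the full-inhibition control; stimulated DMSO wells = 0%.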
* marks the source's active call; other numbers are inactive results; i = inactive; ? = inconclusive; · = no result given; & = joins results of further samples; [ ] = dose if it differs, or a comment. Calls follow the shape of the dose curve; as a rule, active = well fitted curve in the direction sought with a large enough effect; inconclusive = small, poorly fitted or top-dose-only effect, or another doubt; inactive = no such curve, though single readings can be large; an effect the other way counts as inactive or inconclusive. Potency is read from the fitted curve at half-maximal effect.

Keys: A = HepG2 viability; B = A549 viability; C = ATXN2 expr inh; D = MCF10A rerep; E = Nrf2 ARE act; F = EPAC2 antagonist; G = ATXN viability; H = Nrf2 block; I = TGFb inhibitor
1: Cc1ccc(S(=O)(=O)N2CCC(C(=O)NC3CCCCC3C)CC2)cc1 (configuration not stated)
  A: 6%	B: 4%	C: 2%	D: 5%	E: -0.6%	F: -1%	G: i	H: -7%	I: 3%
2: Cc1occc1C(=O)N/N=C/c1ccc(-c2ccccc2)cc1
  A: 11µM*	B: 1%	C: 1%	D: 14%	E: -1.2%	F: 2%	G: i	H: ?	I: -15%
3: O=CN(Cc1ccccc1)c1cc([N+](=O)[O-])ccc1OCc1ccccc1
  A: 0%	B: 0%	C: 12%	D: 26%	E: 0.2%	F: -10%	G: ?	H: -12%	I: 4%
4: Clc1nnc(N/N=C/c2ccccc2)c2ccccc12
  A: -43%	B: 0%	C: 56%[activator]	D: 18µM*	E: ?	F: -4%	G: i	H: ?	I: ?
5: CCn1c(CSc2ncccn2)nnc1SCC(=O)N1CCc2ccccc21
  A: 3%	B: 26%[1.84 µM]	C: 2%	D: 1%	E: 2.5%	F: 10%	G: i	H: 9%	I: -5%
6: O=c1cc(N2CCCC2)c(-c2ccccc2)n[nH]1
  A: -18%	B: 1%	C: -2%	D: 7%	E: -0.5%	F: 11%	G: i	H: -10%	I: -11%
7: CNc1ccc(Br)cc1C(O)c1ccccc1 (configuration not stated)
  A: 1%	B: 1%	C: -5%	D: -1%	E: -0.6%	F: -19%	G: i	H: 13%	I: -3%
8: O=C(Nc1ccc(N2CCOCC2)cc1)NC1CCCCC1
  A: -2%	B: -3%	C: 20%	D: 1%	E: 1.5%	F: -3%	G: i	H: ?	I: 3%
9: COc1ccccc1COC(=O)c1ccc(S(=O)(=O)N2CCOCC2)cc1
  A: -14%	B: -1%	C: ·	D: 1%	E: 0.2%	F: -5%	G: ?	H: 23%	I: -10%
10: COc1cc(/C=C2/C(=N)N3C(=NC2=O)SN=C3S(=O)(=O)C(C)C)ccc1OC(=O)c1ccco1
  A: -12%	B: -1%	C: ·	D: 1%	E: 0.6%	F: -15%	G: i	H: -8%	I: 26%
11: Cn1c(SCC(=O)N2CCN(c3ccccc3)CC2)nnc1-c1cc2ccccc2o1
  A: -28%	B: -23%	C: -35%	D: 1%	E: -0.5%	F: -8%	G: i	H: ?	I: -6%
12: O=C(Cc1ccc(-n2c(=O)[nH]c3ccccc3c2=O)cc1)N1CCN(c2ccccc2)CC1
  A: -14%	B: -9%	C: -12%	D: 0%	E: -0.8%	F: 4%	G: i	H: ?	I: 3%
13: CCN1CCN(CCCNC(=O)c2ccc3c(c2)N(Cc2ccccc2)CCS3)CC1
  A: -20%	B: -13%	C: -15%	D: 18%	E: 0.0%	F: 6%	G: ?	H: -9%	I: 2%
14: CN(C(=O)c1cccnc1)c1nnc(-c2cccnc2)s1
  A: 9%	B: 7%	C: 4%	D: 10%	E: -0.2%	F: -2%	G: i	H: 7%	I: -16%
15: O=C(Nc1ccc2c(c1)CCC2)c1cc(S(=O)(=O)Nc2ccc(F)cc2)c(Cl)cc1Cl
  A: 0%	B: ?	C: -1%	D: ?	E: 2.2%	F: -8%	G: ?	H: ?	I: ?
16: COc1ccc(CN2C(=O)c3ccccc3C2C(=O)NC2CCC(C)CC2)c(OC)c1 (configuration not stated)
  A: 0%	B: -15%	C: -8%	D: 3%	E: -1.0%	F: 0%	G: ?	H: -18%	I: 8%
17: CCCN1CCN(c2ncnc3sc(C(=O)Nc4ccc(N(CC)CC)cc4C)c(C)c23)CC1
  A: -34%	B: -26%	C: ?	D: ·	E: 9.3%	F: ·	G: ?	H: ·	I: ?
18: O=c1[nH]ncc(N2CCN(Cc3ccccc3)CC2)c1Cl
  A: -15%	B: -1%	C: -20%	D: -3%	E: -0.5%	F: -9%	G: i	H: -11%	I: -1%
19: COc1cc(-c2nnc(Cn3cc(C(F)(F)F)ccc3=O)o2)cc(OC)c1OC
  A: -20%	B: 1%	C: 14%	D: 21%	E: 6.3%	F: -5%	G: i	H: -4%	I: 25%
20: Cc1ccsc1-c1nc(CN(C)C(C2CC2)C2CC2)c(C)o1
  A: -23%	B: 2%	C: ?	D: -7%	E: 1.7%	F: -5%	G: ?	H: 15%	I: -20%

Given in transposed form: 3 of the compounds above
(12) O=C(Cc1ccc(-n2c(=O)[nH]c3ccccc3c2=O)cc1)N1CCN(c2ccccc2)CC1
(13) CCN1CCN(CCCNC(=O)c2ccc3c(c2)N(Cc2ccccc2)CCS3)CC1
(14) CN(C(=O)c1cccnc1)c1nnc(-c2cccnc2)s1
Compound	12	13	14
HepG2 viability	-14%	-20%	9%
A549 viability	-9%	-13%	7%
ATXN2 expr inh	-12%	-15%	4%
MCF10A rerep	0%	18%	10%
Nrf2 ARE act	-0.8%	0.0%	-0.2%
EPAC2 antagonist	4%	6%	-2%
ATXN viability	i	?	i
Nrf2 block	?	-9%	7%
TGFb inhibitor	3%	2%	-16%

Carrying on.
Keys: A = HepG2 viability; B = A549 viability; C = ATXN2 expr inh; D = MCF10A rerep; E = Nrf2 ARE act; F = EPAC2 antagonist; G = ATXN viability; H = Nrf2 block; I = TGFb inhibitor
21: Cc1cccc(C(=O)N[C@H](C(=O)Nc2cccc(S(=O)(=O)N3CCCC3)c2)C(C)C)c1
  A: 4%	B: 0%	C: ·	D: -1%	E: 2.9%	F: -22%	G: i	H: -12%	I: -27%
22: C=CCCN(C(C)C(=O)OC)S(=O)(=O)c1ccccc1Br (configuration not stated)
  A: 1%	B: 3%	C: ·	D: ·	E: ·	F: ·	G: ·	H: 14%	I: -10%
23: Cc1ccc(Cl)cc1NC(=O)c1ccc(CSc2nnnn2C)cc1
  A: -5%	B: -8%	C: -4%	D: -3%	E: -0.5%	F: 3%	G: ?	H: ?	I: 15%
24: O=C(O)C1C2C=CC3(CN(CC(O)COc4ccccc4)C(=O)C13)O2 (configuration not stated)
  A: -36%	B: -4%	C: -8%	D: 0%	E: 0.0%	F: 0%	G: i	H: 8%	I: 4%
25: CCOc1cc(/C=C2\N=C(C)OC2=O)cc(Br)c1OCC(=O)OC
  A: 2%	B: -1%	C: 4%	D: 9.2µM*	E: 0.0%	F: -3%	G: i	H: -6%	I: 1%
26: O=C(Cc1ccc(Br)cc1)NNC(=O)c1cccs1
  A: -2%	B: 5%	C: 4%	D: -3%	E: 7.3%	F: -10%	G: i	H: -2%	I: -5%
27: CC(C)=CCN1CCN(Cc2nc(C(C)C)cs2)CC1CCO (configuration not stated)
  A: 7%	B: 5%	C: 12%	D: 0%	E: -0.7%	F: 4%	G: ?	H: 0%	I: 0%
28: Cc1cccc(NC(=O)c2cc([N+](=O)[O-])ccc2N2CCOCC2)c1C
  A: 7%	B: ·	C: ·	D: ·	E: -1.8%	F: -8%	G: i	H: ·	I: -1%
29: Cc1ccc(S(=O)(=O)NCCC(=O)N2CCCCCCC2)cc1C
  A: -12%	B: -4%	C: 0%	D: 2%	E: 0.0%	F: 0%	G: i	H: -2%	I: ?
30: COc1ccc(-c2c(-c3cc(OC)c(OC)c(OC)c3)noc2C)cn1
  A: -1%&-30%	B: 1%	C: 3%	D: 1.6µM*	E: 0.2%	F: -28%	G: ?	H: 3%	I: ?
31: O=C(CN1C(=O)NC2(CCc3ccccc32)C1=O)Nc1ccccc1Cl (configuration not stated)
  A: -2%	B: -2%	C: ·	D: 10%	E: 0.1%	F: 2%	G: i	H: 24%	I: 9%
32: CCOC(=O)c1ccc(-n2c(C)ccc2C)cc1
  A: -1%	B: 9%	C: 2%	D: 10%	E: -0.6%	F: 2%	G: i	H: ?	I: 14%
33: O=C(CCCSc1nc(-c2ccco2)cc(C(F)(F)F)n1)NCC1CCCO1 (configuration not stated)
  A: 4%	B: 0%	C: -4%	D: 11%	E: 2.3%	F: -3%	G: i	H: -4%	I: -5%
34: O=c1[nH]c2ccsc2c(=O)n1CCO
  A: -63%	B: 5%	C: ?	D: 1%	E: -1.1%	F: 6%	G: i	H: 11%	I: 15%
35: COc1ccc(S(N)(=O)=O)cc1C(=O)N(C)CC(=O)Nc1ccc(N2CCOCC2)cc1
  A: -40%	B: 1%	C: 4%	D: 1%	E: 0.1%	F: -9%	G: i	H: 3%	I: -5%
36: CC1CN(C(=O)c2cc(S(=O)(=O)N(C)c3ccc(F)cc3)ccc2Cl)CC(C)O1 (configuration not stated)
  A: -16%	B: 1%	C: ?	D: ·	E: 0.1%	F: 1%	G: i	H: ?	I: -24%
37: Cc1cc(C)nc(-n2nc(C)c(Oc3ccccc3O)c2C)n1
  A: 10%	B: -9%	C: 18%	D: -6%	E: 0.0%	F: ?	G: ?	H: 29%	I: 9%
38: CCC(C)(C)c1ccc(Oc2cccc(C(=O)O)c2)cc1
  A: 0%	B: 1%	C: 61%[activator]	D: ?	E: 3.8%	F: -12%	G: i	H: ?	I: -1%
39: O=C(NCC1CCCO1)c1cccc(S(=O)(=O)N2CCCCC2)c1 (configuration not stated)
  A: 4%	B: 2%	C: -6%	D: -6%	E: 0.3%	F: 4%	G: i	H: 4%	I: 3%
40: COc1ccc(NC(=O)Cn2c(=O)n(-c3ccc(C)cc3)c(=O)c3c2cnn3C)cc1
  A: -11%	B: 1%	C: -1%	D: ·	E: -0.3%	F: ·	G: i	H: 21%[9.27 µM]	I: 2%
41: c1ccc(-c2nnc(CN3CCCCC3)o2)cc1
  A: 9%	B: 0%	C: ·	D: -8%	E: 5.1%	F: 10%	G: ?	H: ?	I: 29%
42: CC1CCCCN1C(=O)Cn1cnc2cc([N+](=O)[O-])ccc2c1=O (configuration not stated)
  A: 2%	B: 0%	C: 8%	D: ?	E: 0.0%	F: -6%	G: i	H: -10%	I: -3%
43: CCN(CC)CCNC(=O)c1ccc(N2CCCCC2)c(NS(=O)(=O)c2ccc(C)cc2)c1
  A: -59%	B: ?	C: ?	D: 5%	E: 5.1%	F: -4%	G: ?	H: 2%	I: -6%
44: CCc1cccc(CC)c1NC(=S)/C(=C(\[O-])c1ccc(Cl)s1)[n+]1ccccc1
  A: -32%	B: -8%	C: -28%	D: -36%[inhibitor][9.22 µM]	E: -1.0%	F: 3%	G: i	H: ?	I: ?

Not all compounds are listed; the hit share may differ from the screen's.
